GPR55 beta-arrestin: selective activators of receptor GPR55 – imaging, U2OS cells, beta-arrestin-GFP redistribution, primary screen (AID 1961); U2OS GPR55 beta-arrestin-GFP redistribution imaging; higher % means a stronger effect; activation, % at 10 µM; hits with a dose series show EC50 in µM; actives 0.048% (n = 290,000);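 active means activation above 40% with more than 50 cells counted in the well; inconclusive means wells holding fewer than 50 cells, flagged as toxic or sparse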;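 further: U2OS osteosarcoma cells stably expressing GPR55 and beta-arrestin-GFP; plate controls were DMSO negative control for no effect and LPI positive control for full effect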
NTR1 ag: NTR1-driven beta-arrestin-GFP spot formation – imaging, U2OS cells, high content, primary screen (AID 493036) | activation, % at 20 µM | agonist mode | actives 0.17% (n = 330,000) | P30989;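 active means activation at or above 40% of the spot to cytoplasm intensity ratio, with at least 20 cells analyzed; inconclusive means wells under 20 cells, flagged as cytotoxic or low count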;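 further: 0% = DMSO without peptide and 100% = 100 nM NTR1 peptide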
Target sequence (P30989 whole entry, looked up): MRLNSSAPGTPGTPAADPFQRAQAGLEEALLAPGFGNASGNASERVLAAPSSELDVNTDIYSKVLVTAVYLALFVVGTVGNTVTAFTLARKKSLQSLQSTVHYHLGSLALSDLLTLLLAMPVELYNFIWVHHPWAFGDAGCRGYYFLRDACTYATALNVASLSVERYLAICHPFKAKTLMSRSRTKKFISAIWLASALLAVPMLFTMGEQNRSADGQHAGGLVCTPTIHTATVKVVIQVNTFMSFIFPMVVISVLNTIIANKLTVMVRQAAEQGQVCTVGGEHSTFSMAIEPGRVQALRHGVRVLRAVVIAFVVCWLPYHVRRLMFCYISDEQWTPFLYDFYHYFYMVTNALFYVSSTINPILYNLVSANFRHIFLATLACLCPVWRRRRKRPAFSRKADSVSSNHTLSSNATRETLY
West Nile virus CPE: inhibition of WNV-induced cytopathic effect – cell-based, CPE readout (AID 1621); one-dose CPE inhibition, % at 10 µM; IC50 in µM for titrated hits; West Nile virus-infected cells, CPE inhibition; higher % means a stronger effect; actives 0.02% (n = 290,000); in the data active means a potency from the dose series; inconclusive means CPE inhibition mostly from about 3.7% at the one dose, without a potency; inactive means the rest, 99 in 100 with CPE inhibition below about 2.2%; further: strong numbers were not always called active
KOR beta-arrestin-1: KOR agonists, beta-arrestin recruitment, primary screen, cell-based, luminescence, uHTS (AID 1777); activation, % at 10 µM; hits with a dose series show EC50 in µM; KOR beta-arrestin recruitment, luminescence; higher % means a stronger effect; actives 0.02% (n = 280,000); in the data active means activation above about 50%, passing the limit was not always enough; further: a part of the inactive calls stands beside numbers as strong as those of hits
GPR55 LPI antagonism: GPR55 antagonists blocking LPI-driven arrestin recruitment, primary screen, imaging, U2OS, beta-arrestin-GFP, LPI agonist (AID 2013); U2OS GPR55 beta-arrestin-GFP translocation imaging, LPI antagonism; higher % means a stronger effect; one-dose inhibition, % at 10 µM; IC50 in µM for titrated hits; actives 0.13% (n = 290,000);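 active means spots per cell inhibited over 60%, with over 100 cells counted and total cytoplasm intensity under 500,000; inconclusive means wells with under 100 cells, flagged as likely toxic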;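 further: U2OS cells stably carrying GPR55 and arrestin-GFP stimulated by 5 µM LPI near EC80; imaged beta-arrestin-GFP aggregate spots per cell after agonist stimulation; plate controls were LPI-stimulated DMSO wells for no effect and DMSO wells without LPI for full effect; some results filed as inactive read as strong as hits; confirmed hits need IC50 under 10 µM and bright autofluorescent wells are also inconclusive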
Salmonella PhoP GFP: inhibitors of PhoP regulon expression, primary screen, Salmonella Typhimurium, GFP reporter (AID 1863). actives 0.16% (n = 300,000). inhibition, % at 50 µM, or IC50 in µM where a hit was titrated. S. Typhimurium PhoP-regulated promoter GFP reporter, 4 h; higher % means a stronger effect;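 active means inhibition over 29.93%, a cutoff 3 SD above the screen mean, later confirmed by dose response; inconclusive means inhibition over 29.93% but no dose response follow-up; inactive means inhibition at most 29.93% or unconfirmed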;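 further: 0% = low Mg2+ inducing control and 100% = high Mg2+ repressing control; strong numbers were not always called active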
KOR beta-arrestin-2: kappa opioid receptor blockers – cell-based, luminescence, uHTS (AID 1778); actives 0.091% (n = 290,000); inhibition, % at 10 µM; hits with a dose series show IC50 in µM; KOR beta-arrestin recruitment, luminescence, antagonist mode; higher % means a stronger effect; in the data active means inhibition above about 50%; further: strong numbers were not always called active
GPR35 antagonists: GPR35 antagonists blocking zaprinast-driven arrestin recruitment, primary screen, imaging, U2OS, beta-arrestin-GFP, zaprinast agonist (AID 2058) | U2OS GPR35 beta-arrestin-GFP translocation imaging, zaprinast antagonism; higher % means a stronger effect | inhibition, % at 10 µM; hits with a dose series show IC50 in µM | actives 0.052% (n = 290,000);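 active means inhibition of at least 50% with at least 30 cells and total cytoplasm GFP at most 10,000,000; inconclusive means under 30 cells or total GFP of 10,000,000 plus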
T cell HTS: T cell immune modulators affecting CD8 T cell-vesicle binding; 2C CD8+ T cell-vesicle binding, flow cytometry; stronger effect = lower value; calls only at 7 µM; actives 0.068% (n = 330,000); AID 2052;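 active means response, share of CD8 T cells binding vesicles, and their 90th percentile fluorescence all below set limits, cut at about 80% in these data, passing the limit was not always enough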
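Material: murine 2C transgenic CD8+ T lymphocytes / Also added: QL9-peptide-loaded Drosophila micro-vesicles bearing Ld, ICAM-1 and B7-1 / Schedule: binding step 1.5 h, 37 °C, antibody labelling 20 min, ice / Signal: flow cytometry, PE anti-B7-1 (FL2) versus Alexa647 anti-CD8 (FL8), PFA-fixed / Evaluation: percent CD8+ FL2 mean versus row control / Benchmarks: naked versus QL9-loaded vesicles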
T cell HTS vesicle-bound %: further read-out of T cell HTS, marked with its call; double positive events, %; measured here: CD8+ vesicle-bound cell fraction;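 binding gate set so that unloaded-vesicle control wells show 10% double positive cells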
NTR1 ag cell count 20 µM: second read-out of NTR1 ag, no call of its own (marks repeat the call); cell count; measured here: cell count, cytotoxicity flag
* hit, by the source's call; i = inactive; ? = inconclusive; nt = not tested or not shown; [ ] = another dose, or the depositor's remark.

SMILES	GPR55 beta-arrestin	NTR1 ag	NTR1 ag cell count 20 µM	West Nile virus CPE	KOR beta-arrestin-1	GPR55 LPI antagonism	Salmonella PhoP GFP	KOR beta-arrestin-2	GPR35 antagonists	T cell HTS	T cell HTS vesicle-bound %
COc1ccc(C)cc1NC(=O)C1CCN(C(=O)c2ccc(C(C)(C)C)cc2)CC1	1.1%	1.8	43	0.1%	1.7%	-10%	0%	-15%	3%	i	27
OCCCc1nc2n(n1)C(c1cccs1)C=C(c1ccc(Br)cc1)N2 (stereo unspecified)	4.2%	6.9	48	0.0%	0.3%	8%	-6%	-32%	-2%	i	39
S=C(NCC1CCCO1)Nc1ccc(Nc2ccccc2)cc1 (stereo unspecified)	-0.1%	4.1	43	-1.8%	-8.6%	-8%	4%	-22%[20 µM]	6%	i	40
CC1(C)CC(=O)C(N=Nc2cccc([N+](=O)[O-])c2)=C(O)C1	0.4%	1.3	68	0.2%	1.8%	2%	-7%	-1%	12%	i	33
CSC1=C(C#N)C(C)C2=C(CC(C)(C)CC2=O)N1 (stereo unspecified)	0.2%	0.0	65	-0.2%	6.1%	0%	3%	1%	2%	i	48
COc1ccccc1C(=O)Nc1ccc(S(=O)(=O)Nc2cc(C)nc(C)n2)cc1	-0.2%	1.0	39	-0.1%	-4.7%	5%	2%	8%	-9%	i	38
CC1(C)SC(=Nc2ccccc2)N(S(=O)(=O)c2ccccc2)C1=O	-0.3%	1.1	54	-0.1%	2.7%	-3%	3%	2%	11%	i	20
COc1ccc(Nc2nc3[nH]c(=O)cc(O)c3s2)cc1	0.0%	-1.5	93	-0.2%	-2.7%	5%	-9%	-39%	-13%	i	32
O=C(Nc1ccc(-c2cn3ccsc3n2)cc1)C1CC1	0.0%	4.8	68	-0.3%	0.8%	3%	8%	-20%	-4%	i	41
COc1cccc(NC(=O)CN(c2ccc(C)cc2)S(=O)(=O)c2c(C)nn(C)c2C)c1	-0.4%	1.0	85	0.6%	-3.8%	14%	1%	31%	-2%	i	33
O=C(Nc1nnc(CCN2CCCCC2)s1)c1ccc(Cl)cc1Cl	0.3%	1.1	56	-0.3%	-0.3%	-2%	-1%	9%	0%	i	27
O=C(CS(=O)(=O)c1ccc(Cl)cc1)NCCS(=O)(=O)c1ccc(Cl)cc1	0.4%	-0.2	80	-0.3%	-2.8%	-6%	5%	-9%	12%	i	46
Cc1ccsc1/C=C1\Oc2cc(OCC(=O)c3ccccc3)ccc2C1=O	0.5%	1.4	62	-1.2%	1.5%	9%	-7%	29%	-13%	i	4
COC(=O)c1sccc1NS(=O)(=O)c1ccc(OC)cc1	-0.1%	1.7	58	-0.4%	4.4%	3%	9%	24%	-1%	i	30
Cc1ccc2nc(NC(=O)CSc3nc4c(c(=O)n3C)SC(C)C4)sc2c1 (stereo unspecified)	-0.1%	1.8	52	0.1%	1.3%	-12%	1%	-27%	8%	i	38
CCC(Oc1ccccc1)C(=O)Nc1ncc([N+](=O)[O-])s1 (stereo unspecified)	-0.1%	-1.6	31	0.5%	-6.6%	11%	nt	-25%	-7%	i	19
CN(C1CCCCC1)S(=O)(=O)c1ccc(C(=O)O)cc1	-0.2%	-0.5	42	0.2%	7.0%	3%	-4%	39%	-1%	i	59
CC1=C(C(=O)Nc2cccc(C)c2C)C(c2cccs2)NC(=S)N1 (stereo unspecified)	-0.2%	0.4	53	-0.5%	-1.6%	6%	3%	-2%	-4%	i	45
COc1ccc(CCNC(=O)CNCC(c2ccccc2)N(C)C)cc1OC (stereo unspecified)	-0.2%	-1.7	105	-0.2%	-1.4%	9%	-2%	-6%	-5%	i	47
Cc1ccc(NC(=O)c2cc(N3C(=O)C4CC=CCC4C3=O)ccc2N2CCOCC2)cc1Cl (stereo unspecified)	0.3%	3.6	59	-0.2%	3.4%	13%	-6%	12%	2%	i	54
CC[C@H](C)[C@H](NC(N)=O)C(=O)NCCc1ccc(OC)c(OC)c1	-0.3%	-0.5	51	0.9%	0.8%	7%	-5%	19%	14%	i	57
OCCN(CC#CCn1c2ccccc2c2ccccc21)CCO	-0.1%	0.0	55	0.1%	2.9%	2%	1%	-1%	-1%	i	22
CCOc1ccc(OCCOCCn2ccnc2)cc1	-0.1%	-2.9	58	0.3%	-4.8%	4%	9%	8%	18%	i	20
COc1ccc(CNC(=O)CCCn2c(SCC#N)nc3cc4c(cc3c2=O)OCO4)cc1	-0.1%	-2.0	84	?	0.1%	15%	9%	-66%	-16%	i	14
COC(=O)/C(=C\c1ccc([N+](=O)[O-])o1)NC(=O)c1ccccc1	0.3%	13	91	0.7%	3.1%	-1%	9%	-6%	-10%	i	42
COc1ccccc1NC(=O)N1CCCC1	0.2%	0.2	62	0.5%	-0.1%	2%	18%	-10%[20 µM]	14%	i	61
Cc1cc(Br)ccc1NC(=O)c1sc2ncn(CC(=O)N3CCN(c4ccccn4)CC3)c(=O)c2c1C	-0.2%	-0.4	82	-0.6%	-3.5%	13%	-8%	-8%	-7%	i	13
O=C(Nc1cccnc1)c1ccc(Cl)c(S(=O)(=O)N2CCCCC2)c1	-0.1%	0.6	67	-0.3%	0.2%	17%	-2%	12%	-4%	i	32
COc1ccc2nc(SCC(=O)NCc3ccc(F)cc3)[nH]c2c1	0.3%	1.2	52	-1.1%	1.7%	-3%	3%	26%	-14%	i	24
CCc1c(C)c(C#N)c2nc3ccccc3n2c1NCc1ccccn1	-0.1%	5.4	32	-0.5%	-11%	10%	6%	-10%[20 µM]	8%	i	28
O=C(Nc1ccc(SC(F)F)cc1)C1CC(=O)N(Cc2ccccc2)C1 (stereo unspecified)	0.0%	1.6	51	-1.1%	-0.7%	-4%	-1%	-10%	-18%	i	7
COc1ccc(N2CCN(C(=N)/C(C(C)=O)=C(\C)O)CC2)cc1	0.0%	0.8	81	-0.7%	28%	-14%	-3%	-2%	-3%	i	42
CC(=O)Nc1cccc(OC(=O)N2CCOCC2)c1	-0.1%	-1.6	37	0.1%	3.6%	-13%	12%	-35%	19%	i	42
C=CCn1c(SCC(=O)Nc2c(C)nn(Cc3ccccc3)c2C)nnc1C(O)c1ccccc1 (stereo unspecified)	-0.1%	-0.2	44	-0.2%	-3.9%	2%	15%	-2%	11%	i	27
COc1ccc([N+](=O)[O-])cc1N(CC(=O)NC(C(C)C)C(C)C)S(C)(=O)=O	0.3%	0.8	46	-0.5%	-3.9%	13%	0%	3%[20 µM]	-10%	i	44
c1ccc2sc(N3CCOCC3)nc2c1	-0.1%	1.6	83	-0.2%	0.1%	nt	-1%	-1%	10%	i	33
CN(C)S(=O)(=O)c1cccc(NC(=S)N(CCC#N)Cc2cccnc2)c1	-0.2%	1.8	61	-0.7%	-3.0%	9%	-2%	8%	-6%	i	40
CC1CCC2(CC1)NC(=O)N(NC(=O)CCl)C2=O (stereo unspecified)	1.6%	0.0	50	0.5%	-5.1%	-2%	-3%	-12%	-15%	i	31
Cc1nn(CC(=O)N2CCC(C(N)=O)CC2)c(=O)c2nn(-c3ccccc3)c(C)c12	-0.2%	0.7	67	0.2%	0.3%	-3%	-2%	-36%	20%	i	27
Cc1ccc(Nc2nc3ccccc3s2)c(C)c1	0.4%	0.8	54	-1.4%	-2.4%	20%	-8%	13%	10%	i	35
O=C(O)CCSc1nnc(COc2ccc([N+](=O)[O-])cc2)n1-c1ccccc1	-0.2%	0.3	50	0.3%	1.4%	3%	2%	-4%	13%	i	19
O=C(NC1CCCCCC1)c1ccc(=O)n(Cc2ccccc2)n1	0.7%	0.1	44	-1.6%	-3.0%	-2%	0%	-16%	8%	i	46
CCc1cc2c(=O)c(-c3nc4ccccc4[nH]3)coc2cc1OC(=O)N1CCOCC1	-0.1%	6.1	103	0.0%	-2.6%	-4%	-6%	8%	2%	i	13
O=C(NCc1ccncc1)c1ccc(NS(=O)(=O)c2ccccc2)cc1	0.2%	-0.1	80	0.6%	-4.1%	-7%	3%	-5%	4%	i	10
CCc1ccc2nc(N3C(=O)C(O)=C(C(=O)c4ccco4)C3c3cccs3)sc2c1 (stereo unspecified)	-0.2%	0.6	48	0.3%	-4.8%	0%	-2%	-18%	-9%	i	53
Cc1ccc(NC(=O)CN(C)C(=O)CCOc2ccccc2C)cc1	0.6%	1.9	38	0.6%	-3.5%	4%	8%	1%	-5%	i	42
c1ccc(-c2nc(NC3CC3)nc(-n3ccnc3)n2)cc1	0.0%	7.5	82	-0.6%	0.4%	8%	12%	9%	6%	i	18
Cc1ccc([N+](=O)[O-])cc1N(CC(=O)NCC1CCCO1)S(C)(=O)=O (stereo unspecified)	-0.1%	0.2	53	1.2%	nt	15%	-7%	46%[20 µM]	-2%	i	7
O=C(CCN1CCN(c2ccccc2)CC1)NNC(=S)Nc1ccccc1Cl	0.6%	0.0	61	-0.4%	-5.6%	12%	1%	12%	-1%	i	53
CCc1c(C)nc2c(OC)cccc2c1SCCC(=O)O	?	0.4	48	0.0%	3.2%	-2%	-6%	30%	-6%	i	39
O=C(c1cc(-c2ccccc2Cl)on1)N1CCN(C(=O)c2ccco2)CC1	0.2%	8.6	48	0.8%	0.2%	16%	-5%	18%	17%	i	57
CCN(C(=O)c1cc2c(s1)-c1ccccc1S(=O)(=O)C2)c1cc(OC)ccc1OC	1.1%	-1.8	51	-0.9%	nt	6%	nt	-4%[20 µM]	0%	i	9
Cc1cccc(NC(=O)Nc2c(C)n(C)n(-c3ccccc3)c2=O)c1C	0.3%	-0.6	54	-0.2%	4.0%	5%	1%	-19%	-6%	i	45
Cc1cc(O)c(C=Nc2ccc(N3CCOCC3)cc2)c(C)c1Cl	-0.2%	5.7	65	-0.7%	-0.7%	-12%	-25%	-23%[20 µM]	-4%	i	16

Compound activity: PubChem BioAssay, several laboratories
